FLuc act counter – firefly luciferase counter-screen for stimulation assays; P08659; ATPlite luciferase biochemical, luminescence, 10 min; 0 = ATP-free wells, 1 = DMSO control; activation factor at 10 µM; 200,000 tested, under 10 active;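 active = luciferase activation factor, scaled between plate controls, of at least 2 with compound at 10 µM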
Target sequence (P08659 whole entry, looked up): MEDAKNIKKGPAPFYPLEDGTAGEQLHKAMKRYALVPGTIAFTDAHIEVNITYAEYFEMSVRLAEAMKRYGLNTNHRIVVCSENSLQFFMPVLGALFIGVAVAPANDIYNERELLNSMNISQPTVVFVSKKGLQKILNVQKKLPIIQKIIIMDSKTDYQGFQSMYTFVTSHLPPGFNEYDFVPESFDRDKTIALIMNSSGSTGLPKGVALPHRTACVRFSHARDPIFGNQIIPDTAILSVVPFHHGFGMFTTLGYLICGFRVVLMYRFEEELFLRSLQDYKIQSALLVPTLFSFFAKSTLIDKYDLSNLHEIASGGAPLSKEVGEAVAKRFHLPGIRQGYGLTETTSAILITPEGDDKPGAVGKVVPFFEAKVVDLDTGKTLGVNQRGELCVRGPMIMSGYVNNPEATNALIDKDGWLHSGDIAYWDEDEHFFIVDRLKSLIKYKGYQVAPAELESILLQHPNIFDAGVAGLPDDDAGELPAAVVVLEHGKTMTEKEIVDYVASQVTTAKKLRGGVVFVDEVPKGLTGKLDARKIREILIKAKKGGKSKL
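Material: luciferase plus luciferin reagent, cell-free. Medium: PBS buffer for ATP. Also added: ATP substrate, dispensed from a 10.24 µM working solution in PBS. Doses: test compounds dosed from 2 mM stocks in 100% DMSO. Incubation: 10 min post-reagent at room temperature. Technique: light output (luminescence). Read-out basis: luminescence gain marking luciferase activators.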
STAT1 inh – STAT1 signaling inhibition | inhibition, % at 5.5 µM | 200,000 compounds, 0.35% hits | NIH 3T3 STAT1-luciferase reporter, IFN-gamma, luminescence;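 active = inhibition above a set limit, the mean inhibition across all tested compounds plus 3 SD, cut at about 34% in these data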;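 note: 0% = IFN-gamma with DMSO and 100% = IFN-gamma with 300 µM nifuroxazide; values of inactives mirror those of a sister screen read the other way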
STAT1 activator – activators of IFN-gamma induced STAT1 signaling; NIH 3T3 STAT1-luciferase reporter, luminescence; 100% = IFN-gamma alone, no compound; 200,000 compounds, 2.6% hits; AID 932; activation (% of control), % at 5.5 µM;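 active = activation above the screen-wide mean activation plus 3 SD, cut at about 130% in these data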;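 note: raw ratio to IFN-gamma control signal so 100% means no change and 0% no light; values of inactives mirror those of a sister screen read the other way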
NF-kB expr up – compounds increasing NF-kB expression in human neuronal cells; NF-kB reporter expression; active compounds read high; fold change at 12.5 µM; 190,000 compounds, 1.6% hits; AID 1239; in the data active = fold change above about 3.3
FLuc inhib CS – counter-screen for luciferase assay inhibitors: firefly luciferase inhibition. inhibition, % at 10 µM. ATPLite firefly luciferase biochemical luminescence, 10 min. AID 1006. P08659. 200,000 compounds, 1.5% hits;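 active = inhibition above about 50% when tested at 10 µM, limit read from the data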
STAT3 inh – inhibitors of IL-6 induced STAT3 signaling. U3A cells, IL-6 STAT3-luciferase reporter, luminescence; host cell line lacks STAT1. inhibition, % at 5.5 µM. 190,000 compounds, 0.89% hits. AID 862;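 active = inhibition above the mean inhibition across all screened compounds plus 3 SD, cut at about 44% in these data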;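 note: 0% = DMSO only wells and 100% = 100 µM nifuroxazide control wells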
APP 5UTR inh – APP translation inhibition | SH-SY5Y APP 5'UTR-luciferase reporter, luminescence | inhibition, % at 2 µM | 190,000 compounds, 0.82% hits | AID 1285;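 active = inhibition above a set limit, derived from the sample mean plus 3 SD, cut at about 45% in these data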; note: values of inactives mirror those of a sister screen read the other way
ROMK primary – modulators of human ROMK potassium channel. P48048. Tet-inducible ROMK, thallium flux fluorescence; actives lie on both sides. B-score at 10 µM. 130,000 compounds, 2% hits. AID 1918;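 active = signal ratio slope over the read window, or its plate-corrected B-score, at least 3 SD from the plate mean, either direction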;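 note: B-score of the F/F0 ratio slope over 7 to 12 s after thallium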
Target sequence (P48048 whole entry, looked up): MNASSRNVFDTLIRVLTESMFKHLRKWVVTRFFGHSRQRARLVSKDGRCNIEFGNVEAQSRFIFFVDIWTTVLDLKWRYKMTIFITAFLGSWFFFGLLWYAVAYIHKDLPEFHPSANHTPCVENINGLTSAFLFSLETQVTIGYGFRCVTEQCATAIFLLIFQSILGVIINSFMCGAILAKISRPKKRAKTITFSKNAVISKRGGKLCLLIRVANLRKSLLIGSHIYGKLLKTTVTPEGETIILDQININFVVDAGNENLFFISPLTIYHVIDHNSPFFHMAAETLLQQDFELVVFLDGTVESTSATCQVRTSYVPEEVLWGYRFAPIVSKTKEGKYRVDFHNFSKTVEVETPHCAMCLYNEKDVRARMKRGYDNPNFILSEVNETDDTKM
APP 5'UTR act – APP 5'UTR luciferase reporter activation. 190,000 compounds, 1% hits. AID 1276. SH-SY5Y APP 5'UTR luciferase reporter, luminescence; zero percent = DMSO vehicle wells. activation, % at 2 µM;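 active = activation above a set limit, based on mean plus 3 SD of controls, cut at about 140% in these data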; note: values of inactives mirror those of a sister screen read the other way
STAT3 act – STAT3 signaling activation | U3A cells, IL-6 STAT3-luciferase reporter, luminescence; 100% = signal with IL-6 EC80 alone | activation (% of control), % at 5.6 µM | 190,000 compounds, 0.91% hits | AID 871;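 active = activation above the screen-wide mean of compound activation plus 3 SD, cut at about 130% in these data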;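 note: 0% = background luminescence of wells with medium and substrate only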
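Material: STAT3-luciferase reporter U3A cells. Controls: IL-6-treated wells, 100% activation. Read-out: % activation versus median of IL-6-stimulated wells. Probe or stimulus: IL-6 stimulus at 33 ng/mL final. Timing: compound 1 h, then IL-6 6 h at 37 °C. Signal: reporter luminescence signal.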
* marks the source's active call; other numbers are inactive results. A portion of the library; rates above refer to the full screens.

What do the screens show for `O=C(C(=O)N1CCOCC1)c1cn(Cc2ccccc2)c2ccccc12`?
FLuc act counter: 1.1; STAT1 inh: 7.5; STAT1 activator: 91.2; NF-kB expr up: 0.94; FLuc inhib CS: -7.9; STAT3 inh: 9.0; APP 5UTR inh: 9.8; APP 5'UTR act: -9.8; STAT3 act: 95.1

What do the screens show for `Cc1cccc(NP(C)(=O)c2nc3c(s2)CCCC3)c1` (stereo not given)?
FLuc act counter: 1; STAT1 inh: 2.3; STAT1 activator: 97.9; NF-kB expr up: 1.36; FLuc inhib CS: 2.2; STAT3 inh: 11.4; APP 5UTR inh: -5.9; ROMK primary: 1.44; APP 5'UTR act: 5.9; STAT3 act: 97.2

How did CN1C2CCC1CC(OC(=O)CCN1CCCC1)C2 (stereo not given) do in these assays?
FLuc act counter: 1.1; STAT1 inh: 5.1; STAT1 activator: 94.2; NF-kB expr up: 1.32; FLuc inhib CS: -5.6; STAT3 inh: 6.3; APP 5UTR inh: -7.5; ROMK primary: -0.0201; APP 5'UTR act: 21.9; STAT3 act: 100.0

How did O=C(Nc1cccc(OC(=O)N2CCOCC2)c1)N1CCOCC1 do in these assays?
FLuc act counter: 1; STAT1 inh: 2.4; STAT1 activator: 97.8; NF-kB expr up: 1.11; FLuc inhib CS: 2.2; STAT3 inh: -3.1; APP 5UTR inh: -15.8; APP 5'UTR act: 15.8; STAT3 act: 104.7

How did CCN(CC)P(=S)(c1c(C)nc2ccccn12)c1c(C)nc2ccccn12 do in these assays?
FLuc act counter: 1.1; STAT1 inh: -0.4; STAT1 activator: 99.1; NF-kB expr up: 1; FLuc inhib CS: -6.9; STAT3 inh: 11.0; APP 5UTR inh: -0.3; ROMK primary: 0.889; APP 5'UTR act: 0.3; STAT3 act: 97.2

What do the screens show for `CCC(C)c1ccc(N2C(=O)NC(=O)/C(=C/c3cccn3CCOc3ccc(C)cc3)C2=O)cc1` (stereo not given)?
FLuc act counter: 1; STAT1 inh: -11.8; STAT1 activator: 110.7; NF-kB expr up: 1.15; FLuc inhib CS: -4.9; STAT3 inh: -4.8; APP 5UTR inh: -9.4; APP 5'UTR act: 9.4; STAT3 act: 99.7

What do the screens show for `Cc1ccc(Cl)cc1N1CCN(CCN)CC1`?
FLuc act counter: 1; STAT1 inh: -2.1; STAT1 activator: 102.0; NF-kB expr up: 0.7; FLuc inhib CS: -3.7; STAT3 inh: 3.5; APP 5UTR inh: -15.7; APP 5'UTR act: 15.7; STAT3 act: 102.2

How did c1csc(CN2CCNCC2)c1 do in these assays?
FLuc act counter: 1; STAT1 inh: -4.9; STAT1 activator: 106.3; NF-kB expr up: 1.17; FLuc inhib CS: -2.4; STAT3 inh: 7.3; APP 5UTR inh: -27.2; ROMK primary: 0.808; APP 5'UTR act: 27.2; STAT3 act: 98.0

What do the screens show for `CCCCCn1c(NC(=O)c2ccco2)c(C(=O)OCC)c2nc3ccccc3nc21`?
FLuc act counter: 1.1; STAT1 inh: 0.2; STAT1 activator: 99.8; NF-kB expr up: 0.82; FLuc inhib CS: -9.8; STAT3 inh: -8.5; APP 5UTR inh: -2.8; ROMK primary: -1.11; APP 5'UTR act: 2.8; STAT3 act: 110.9

Results for C=Cn1ccnc1P(=S)(c1ccc(N(C)C)cc1)c1nccn1C=C ?
FLuc act counter: 1.1; STAT1 inh: 2.5; STAT1 activator: 97.7; NF-kB expr up: 0.85; FLuc inhib CS: -11.5; STAT3 inh: -11.3; APP 5UTR inh: -3.6; APP 5'UTR act: 3.6; STAT3 act: 113.1

How did C[N+]1(C)CCN(c2ccccc2)CC1 do in these assays?
FLuc act counter: 1.1; STAT1 inh: 1.7; STAT1 activator: 98.4; NF-kB expr up: 1.15; FLuc inhib CS: -6.1; STAT3 inh: 11.8; APP 5UTR inh: -9.4; APP 5'UTR act: 9.4; STAT3 act: 91.7

Results for CN1C(=O)N(C)C(=O)C2(Cc3cc(N)ccc3N3CCN(c4ccccc4F)CC32)C1=O (stereo not given) ?
FLuc act counter: 1; STAT1 inh: 4.4; STAT1 activator: 96.0; NF-kB expr up: 1.04; FLuc inhib CS: -3.9; STAT3 inh: 5.3; APP 5UTR inh: -5.0; APP 5'UTR act: 5.0; STAT3 act: 100.0

Results for COc1ccccc1N(CC(=O)NC1CCCCC1)C(=O)c1cnn(C(C)C)c1 ?
FLuc act counter: 1.1; STAT1 inh: 0.3; STAT1 activator: 99.7; NF-kB expr up: 1.16; FLuc inhib CS: -6.7; STAT3 inh: 2.2; APP 5UTR inh: -12.5; APP 5'UTR act: 12.5; STAT3 act: 101.8

How did O=C(Cc1ccccc1)OCCNC(=O)c1cccnc1 do in these assays?
FLuc act counter: 1.1; STAT1 inh: -11.3; STAT1 activator: 110.4; NF-kB expr up: 1.59; FLuc inhib CS: -6.1; STAT3 inh: -4.1; APP 5UTR inh: 4.9; APP 5'UTR act: -4.9; STAT3 act: 104.6

Results for COc1cc(OC)c2c(c1)OCC1CON(C)C21 (stereo not given) ?
FLuc act counter: 1; STAT1 inh: -2.7; STAT1 activator: 102.2; NF-kB expr up: 1.05; FLuc inhib CS: -4.4; STAT3 inh: 10.8; APP 5UTR inh: -4.4; ROMK primary: -0.158; APP 5'UTR act: 4.4; STAT3 act: 95.3

What do the screens show for `C=Cn1ccnc1P(=S)(c1cc(N(CC)CC)ns1)c1nccn1C=C`?
FLuc act counter: 1.1; STAT1 inh: -2.1; STAT1 activator: 102.0; NF-kB expr up: 1.15; FLuc inhib CS: -7.9; STAT3 inh: -0.6; APP 5UTR inh: -9.9; APP 5'UTR act: 9.9; STAT3 act: 103.8

How did COc1ccc(CCn2c(O)c(/C=N/N3CCCCC3)c(=O)[nH]c2=O)cc1OC do in these assays?
FLuc act counter: 1; STAT1 inh: 7.1; STAT1 activator: 93.5; NF-kB expr up: 0.93; FLuc inhib CS: -2.0; STAT3 inh: 6.8; APP 5UTR inh: 10.7; APP 5'UTR act: -10.7; STAT3 act: 90.3

Results for COCCn1c(-c2ccccc2)cc(C(=O)O)c1C ?
STAT1 inh: 2.1; STAT1 activator: 98.2; STAT3 inh: 3.5; APP 5UTR inh: -18.7; ROMK primary: 0.0169; APP 5'UTR act: 18.7; STAT3 act: 98.2

How did O=C(c1c[nH]c2ccc(S(=O)(=O)N3CCOCC3)cc2c1=O)N1CCC2(CC1)OCCO2 do in these assays?
FLuc act counter: 1; STAT1 inh: -6.3; STAT1 activator: 105.6; NF-kB expr up: 1.37; FLuc inhib CS: -2.7; STAT3 inh: 7.2; APP 5UTR inh: 2.6; ROMK primary: 1.02; APP 5'UTR act: -2.6; STAT3 act: 100.3

How did COc1ccccc1C1=NCc2nnc(C)n2-c2ccc(Cl)cc21 do in these assays?
FLuc act counter: 1; STAT1 inh: -0.5; STAT1 activator: 100.5; NF-kB expr up: 1.16; FLuc inhib CS: -4.2; STAT3 inh: 1.4; APP 5UTR inh: -18.8; APP 5'UTR act: 18.8; STAT3 act: 100.8

What do the screens show for `CN1CCN(Cc2ccc(N)cc2)CC1`?
FLuc act counter: 1; STAT1 inh: -3.0; STAT1 activator: 100.8; NF-kB expr up: 1.11; FLuc inhib CS: -2.2; STAT3 inh: 12.4; APP 5UTR inh: 5.4; APP 5'UTR act: -5.4; STAT3 act: 92.2

How did COCCOC(=O)C1=C(C)OC(N)=C(C(=O)OC)C12C(=O)Nc1ccccc12 (stereo not given) do in these assays?
FLuc act counter: 1; STAT1 inh: 5.3; STAT1 activator: 95.2; NF-kB expr up: 0.95; FLuc inhib CS: -2.2; STAT3 inh: -11.3; APP 5UTR inh: 23.4; APP 5'UTR act: -23.4; STAT3 act: 112.2

What do the screens show for `Cc1sc2ncn(CC(=O)NCCCC(=O)N3CCC4(CC3)OCCO4)c(=O)c2c1C`?
FLuc act counter: 1; STAT1 inh: -7.6; STAT1 activator: 107.0; NF-kB expr up: 1; FLuc inhib CS: -4.0; STAT3 inh: 2.6; APP 5UTR inh: -6.8; APP 5'UTR act: 6.8; STAT3 act: 101.9

How did O=C(COC(=O)c1ccccc1)Nc1ccc(Cl)cc1C(=O)c1ccccc1 do in these assays?
FLuc act counter: 1; STAT1 inh: 0.9; STAT1 activator: 99.2; NF-kB expr up: 1.07; FLuc inhib CS: -3.7; STAT3 inh: 4.7; APP 5UTR inh: -10.4; ROMK primary: -0.329; APP 5'UTR act: 10.4; STAT3 act: 99.0

How did CC(NCc1ccc(Cl)c(Cl)c1)C(O)c1ccccc1 (stereo not given) do in these assays?
FLuc act counter: 1; STAT1 inh: -0.5; STAT1 activator: 100.5; NF-kB expr up: 1.08; FLuc inhib CS: -2.2; STAT3 inh: 11.2; APP 5UTR inh: 1.4; ROMK primary: -2.55; APP 5'UTR act: -1.4; STAT3 act: 95.3

How did CSc1ncc(/C=C2/C(=O)NC(=O)N(c3ccc(Cl)cc3)C2=O)cn1 do in these assays?
FLuc act counter: 1.1; STAT1 inh: 0.7; STAT1 activator: 98.2; NF-kB expr up: 1.3; FLuc inhib CS: -13.0; STAT3 inh: -3.4; APP 5UTR inh: -6.6; APP 5'UTR act: 6.6; STAT3 act: 105.8

How did CC(=O)Nc1ccc(C(=O)OCC(=O)Nc2ccc(Cl)cc2C(=O)c2ccccc2)cc1 do in these assays?
FLuc act counter: 1.1; STAT1 inh: 4.0; STAT1 activator: 96.4; NF-kB expr up: 0.88; FLuc inhib CS: -6.8; STAT3 inh: -8.6; APP 5UTR inh: -5.6; ROMK primary: -0.328; APP 5'UTR act: 5.6; STAT3 act: 105.6

What do the screens show for `CC(C)n1c(=O)c(C=Nc2ccc(S(N)(=O)=O)cc2)c(O)n(Cc2ccco2)c1=O`?
FLuc act counter: 1.1; STAT1 inh: 3.4; STAT1 activator: 96.3; NF-kB expr up: 1.1; FLuc inhib CS: -6.3; STAT3 inh: 9.8; APP 5UTR inh: -12.4; ROMK primary: 0.132; APP 5'UTR act: 12.4; STAT3 act: 92.9

Results for CN1C(=O)C(C2c3ccccc3C(=O)N2Cc2ccc([N+](=O)[O-])cc2)C(=O)N(C)C1=O (stereo not given) ?
FLuc act counter: 1.1; STAT1 inh: 1.9; STAT1 activator: 98.3; NF-kB expr up: 1.21; FLuc inhib CS: -9.2; STAT3 inh: -0.4; APP 5UTR inh: -9.6; APP 5'UTR act: 9.6; STAT3 act: 104.4

Results for CN1CCN(C(=O)COc2ccc(Oc3ccccc3)cc2)CC1 ?
FLuc act counter: 1; STAT1 inh: -2.0; STAT1 activator: 100.6; NF-kB expr up: 1.22; FLuc inhib CS: -3.0; STAT3 inh: 5.7; APP 5UTR inh: 4.2; ROMK primary: 0.45; APP 5'UTR act: -4.2; STAT3 act: 99.7

Assay outcomes (PubChem)
